# P. falciparum M1AAP: P. falciparum M1AAP inhibitors, biochemical, fluorogenic H-Leu-NHMec substrate, 1536-well (AID 1445); recombinant M1AAP, H-Leu-NHMec fluorogenic kinetic assay; higher % means a stronger effect; hit rate 0.42% among 220,000; inhibition, % at 30 µM, or IC50 in µM where a hit was titrated;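 active = primary inhibition above the hit cutoff, then over 50% inhibition at one or more dose response concentrations, cut at about 23% in these data, passing the limit was not always enough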;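 also: plate controls were DMSO full reaction for no effect and no enzyme background for full effect; strong numbers were not always called active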
# Dynein transport: dynein cargo transport inhibition; AID 1381; 3617.4 mouse cells, GR-EGFP nuclear translocation imaging; test concentration mostly 20 µM; stimulated with dexamethasone, 1 µM; hits give low values; hit rate 0.47% among 220,000; z-score, hits read low;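 active = plate z-score of nuclear minus cytoplasmic receptor signal below a set negative limit, without overly bright fluorescence or cell loss, cut at about -3.5 in these data, passing the limit was not always enough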;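 also: z-score of nuclear minus cytoplasmic ring GR-EGFP intensity difference per well; some compounds called inactive have numbers as strong as hits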
#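 Buffer or medium – tet-free medium with charcoal-stripped serum · Signal – automated 10x imaging of fixed Hoechst-stained cells · Also added – dexamethasone agonist, 1.0 µM final, for 30 min · Incubation – induction 48 h, compound 1 h, agonist 30 min · Read-out – GR-EGFP nuclear translocation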
# XIAP antagonists: small molecules displacing peptide from XIAP – biochemical, IAP family, fluorescence polarization (AID 1018) | hit rate 0.007% among 200,000 | displacement, % at 20 µM, or IC50 in µM where a hit was titrated | XIAP BIR domain, fluorescence polarization peptide displacement; higher % means a stronger effect; in the data active = displacement above about 50%; also: a part of the inactive calls stands beside numbers as strong as those of hits
# LYP inhibition: PTPN22 lymphoid phosphatase activity blockers – biochemical, fluorescence intensity, uHTS (AID 1779); hit rate 0.054% among 290,000; inhibition, % at 11.5 µM; hits with a dose series show IC50 in µM; recombinant LYP phosphatase, fluorescence intensity; higher % means a stronger effect;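 also: plate controls were vehicle with enzyme for no effect and no enzyme for full effect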
# SIAH1 antagonists: Siah-1 peptide-binding antagonists, primary screen, biochemical, fluorescence polarization, rhodamine-plectin, uHTS (AID 1817); Siah-1 / rhodamine-plectin peptide fluorescence polarization; higher % means a stronger effect; one-dose displacement, % at 20 µM; IC50 in µM for titrated hits; hit rate 0.02% among 290,000;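 active = displacement of at least 50% at 20 µM, with a fluorescence ratio check between 0.3 and a set limit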;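 also: plate controls were Siah plus tracer with DMSO for no effect and tracer alone without Siah for full effect; strong numbers were not always called active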
# AID2073: disruptors of CaV2.2 binding to Mint1 – biochemical, HTRF (AID 2073); hit rate 0.19% among 290,000; HTRF protein-protein interaction, Mint1-CaV2.2; higher % means a stronger effect; one-dose inhibition, % at 20 µM; IC50 in µM for titrated hits; in the data active = inhibition mostly above about 51%, no sharp cut-off; also: some results filed as inactive read as strong as hits
# PMI inhibitors: inhibitors of human PMI, primary screen, biochemical, fluorescence intensity, coupled assay (AID 1209); purified PMI enzyme, coupled fluorescence intensity; higher % means a stronger effect; inhibition, % at 20 µM; hits with a dose series show IC50 in µM; hit rate 0.42% among 190,000;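 also: plate controls were DMSO vehicle for no effect and wells lacking substrate for full effect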
# human PMI inhibitors: human PMI inhibitors, high substrate, primary screen, biochemical, fluorescence intensity, high mannose 6-phosphate (AID 1220); inhibition, % at 20 µM, or IC50 in µM where a hit was titrated; recombinant PMI enzyme, coupled fluorescence intensity; higher % means a stronger effect; hit rate 0.66% among 190,000
# M17LAP inhibition: P. falciparum M17LAP inhibitors, primary screen, biochemical, fluorogenic H-Leu-NHMec substrate, 1536-well (AID 1619) | recombinant M17LAP, H-Leu-NHMec fluorogenic kinetic assay; higher % means a stronger effect | one-dose inhibition, % at 30 µM; IC50 in µM for titrated hits | hit rate 0.38% among 220,000;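 active = compound inhibiting the enzyme by more than half at any dose during confirmatory dose-response retesting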;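 also: plate controls were full reaction with DMSO carrier for no effect and no enzyme background for full effect; strong numbers were not always called active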
# Dynein transport cytoplasmic EGFP: also measured in Dynein transport; calls as there; z-score; measured here: cytoplasmic GR-EGFP intensity; hits give high values
# Dynein transport nuclear GR-EGFP: further read-out of Dynein transport, marked with its call; z-score; measured here: nuclear GR-EGFP intensity;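 lower value marks the stronger effect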
# Dynein transport cell count: recorded beside Dynein transport, whose call it bears; z-score; measured here: cell count per field
# * marks the source's active call; other numbers are inactive results; nt = no result given. Rule as the data show it, unless noted: active = inhibition above about 50%; inactive = the rest.
SMILES,P. falciparum M1AAP,Dynein transport,Dynein transport cytoplasmic EGFP,Dynein transport nuclear GR-EGFP,Dynein transport cell count,XIAP antagonists,LYP inhibition,SIAH1 antagonists,AID2073,PMI inhibitors,human PMI inhibitors,M17LAP inhibition
COCCCN(C(=O)Cn1ncc2c(=O)oc3ccc(C)cc3c21)C(C)c1ccncc1 (stereo unspecified),5%,-0.41,-0.13,0.13,0.55,1.1%,0%,16%,9%,-4%,-7%,0%
O=C1CC(c2ccc(S(=O)(=O)N3CCCCC3)cc2)CN1 (stereo unspecified),1%,-0.8,-0.21,-0.53,0.6,-2.0%,-3%,-2%,-2%,0%,0%,-7%
CC1(C)CC(=O)C(C=NCCO)=C(O)C1,3%,-1.6,-0.25,-0.9,1.4,-2.0%,0%,4%,-4%,10%,4%,-18%
CCOC(=O)C1CCN(C(=O)c2ccc(NC(=O)C3CCCO3)cc2)CC1 (stereo unspecified),-4%,-0.18,-0.23,0.27,0.56,-0.5%,-4%,3%,11%,4%,-1%,6%
CC1(C)CC(=O)/C(=C\c2cccc([N+](=O)[O-])c2)C(C)(C)N1,-6%,-3.6*,0.78*,-1.9*,1.7*,-2.6%,0%,-6%,1%,12%,2%,4%
CS(=O)(=O)c1cccc(C(=O)NCc2ccc(F)cc2)c1,-5%,-0.34,-0.37,-0.13,0.73,-7.6%,-6%,2%,-5%,16%,8%,0%
COC(=O)c1sccc1Oc1ccc(F)cc1[N+](=O)[O-],-2%,-1,0.61,-0.17,0.27,-4.0%,-5%,1%,-4%,4%,1%,14%
COc1ccc2nc(-n3c(O)c(C4=c5ccccc5=NC4=O)[nH]c3=S)sc2c1,0%,1.7,0.096,1,-1.6,-6.6%,3%,75%,53%,5%,-2%,5%
O=C(COc1ccccc1Br)NCCc1nc2ccccc2[nH]1,-1%,0.065,-0.19,0.11,-0.74,2.1%,-2%,8%,0%,15%,6%,11%
CS(=O)(=O)c1cnc(-c2ccccc2)nc1Oc1ccc(Cl)cc1,-1%,-0.72,-0.061,0.059,1.6,-8.4%,0%,-3%,26%,6%,5%,-5%

# Reformatted with tabs: 7 of the compounds above
SMILES	P. falciparum M1AAP	Dynein transport	Dynein transport cytoplasmic EGFP	Dynein transport nuclear GR-EGFP	Dynein transport cell count	XIAP antagonists	LYP inhibition	SIAH1 antagonists	AID2073	PMI inhibitors	human PMI inhibitors	M17LAP inhibition
COCCCN(C(=O)Cn1ncc2c(=O)oc3ccc(C)cc3c21)C(C)c1ccncc1 (stereo unspecified)	5%	-0.41	-0.13	0.13	0.55	1.1%	0%	16%	9%	-4%	-7%	0%
O=C1CC(c2ccc(S(=O)(=O)N3CCCCC3)cc2)CN1 (stereo unspecified)	1%	-0.8	-0.21	-0.53	0.6	-2.0%	-3%	-2%	-2%	0%	0%	-7%
CC1(C)CC(=O)C(C=NCCO)=C(O)C1	3%	-1.6	-0.25	-0.9	1.4	-2.0%	0%	4%	-4%	10%	4%	-18%
CCOC(=O)C1CCN(C(=O)c2ccc(NC(=O)C3CCCO3)cc2)CC1 (stereo unspecified)	-4%	-0.18	-0.23	0.27	0.56	-0.5%	-4%	3%	11%	4%	-1%	6%
CC1(C)CC(=O)/C(=C\c2cccc([N+](=O)[O-])c2)C(C)(C)N1	-6%	-3.6*	0.78*	-1.9*	1.7*	-2.6%	0%	-6%	1%	12%	2%	4%
CS(=O)(=O)c1cccc(C(=O)NCc2ccc(F)cc2)c1	-5%	-0.34	-0.37	-0.13	0.73	-7.6%	-6%	2%	-5%	16%	8%	0%
COC(=O)c1sccc1Oc1ccc(F)cc1[N+](=O)[O-]	-2%	-1	0.61	-0.17	0.27	-4.0%	-5%	1%	-4%	4%	1%	14%

# Carrying on.
SMILES,P. falciparum M1AAP,Dynein transport,Dynein transport cytoplasmic EGFP,Dynein transport nuclear GR-EGFP,Dynein transport cell count,XIAP antagonists,LYP inhibition,SIAH1 antagonists,AID2073,PMI inhibitors,human PMI inhibitors,M17LAP inhibition
O=C1CC(NNC(=O)c2cccc(F)c2)C(=O)N1 (stereo unspecified),5%,0.51,-0.15,0.22,-0.91,nt,2%,-1%,8%,nt,nt,-3%
Cc1ccc(Oc2cnn(-c3ccccc3)c(=O)c2Br)cc1,11%,1.6,-0.37,1.5,-0.47,-3.7%,-4%,8%,15%,13%,20%,10%
O=C(O)CC1(CC(=O)Nc2ccc(F)c(Cl)c2)CCCCC1,4%,-1.1,0.26,-0.48,0.66,nt,-3%,16%,8%,nt,nt,19%
N/C(=N\OC(=O)Oc1ccccc1)c1ccc(Cl)cc1,-3%,0.66,-0.25,0.21,-0.29,-2.6%,-9%,1%,38%,-2%,-2%,3%
Cc1ccccc1C(=O)Nc1nncs1,5%,0.98,-0.11,0.91,0.16,-2.7%,-3%,5%,-5%,0%,8%,25µM*
CCOC(=O)c1cnn(-c2ccccc2)c1NC(=O)CN1CCCCC1,6%,0.37,-0.24,0.62,-0.25,nt,-1%,4%,11%,nt,nt,3%
O=C(/C=C/c1c(F)cccc1Cl)Nc1ccncc1,3%,1.4,-0.13,1.7,-1.2,-0.6%,-3%,4%,1%,8%,14%,17%
Cc1cccc(NC(=O)c2nc[nH]c2C(=O)N[C@@H](CC(C)C)C(=O)OC(C)(C)C)c1,-3%,-0.65,-0.79,-0.25,0.26,nt,12%,-2%,22%,nt,nt,-3%
COc1ccc(C(CC(=O)O)NC(=O)c2cccs2)cc1 (stereo unspecified),4%,3.3,0.091,3.2,-2.5,-0.7%,-6%,6%,27%,9%,11%,4%
O=C1CC(N2CCN(c3ccc(O)cc3)CC2)C(=O)N1c1ccc2c(c1)OCO2 (stereo unspecified),1%,-0.54,-0.37,-0.3,0.54,3.1%,-6%,9%,-12%,28%,60%*,0%
CCOC(=O)Cn1c(=O)oc2cc(S(=O)(=O)NCCCc3ccccc3)ccc21,3%,0.091,-0.14,0.36,-0.52,13%,2%,0%,4%,12%,10%,-6%
Cc1ccnc(NS(=O)(=O)c2cccs2)c1,-1%,-0.24,-0.21,-0.17,-0.52,0.0%,-4%,-2%,0%,8%,7%,-9%
COc1cc(CC(=O)OCC(=O)NC2CC2)cc(OC)c1OC,10%,-0.39,-0.28,-0.15,0.63,-4.4%,-9%,-2%,-1%,-24%,-8%,-6%
O=[N+]([O-])c1ccc(N2CCC(O)CC2)nc1,12%,0.86,-0.29,0.37,-0.77,-1.3%,-5%,-1%,-10%,5%,19%,24%
C=CCn1c(SCC(N)=O)nnc1-c1cnccn1,5%,-0.51,-0.22,0.09,0.21,nt,-3%,16%,-11%,nt,nt,-4%
CC(CCc1ccccc1)NC(=O)C1CCN(S(=O)(=O)N2CCCCC2)CC1 (stereo unspecified),0%,0.43,-0.03,0.99,-0.69,-1.8%,-8%,2%,-9%,-2%,-1%,-8%
O=C1CN(C(=O)c2ccccc2)c2ccccc2N1,-1%,0.099,-0.26,0.14,0.7,-8.9%,6%,0%,-3%,8%,6%,-5%
Cc1c(C(=O)C(=O)N2CCN(C)CC2)c2ccccc2n1C,3%,0.25,-0.063,-0.093,0.72,-3.8%,-3%,4%,0%,2%,1%,20%
COC(=O)[C@H](CCSC)NC(=O)NCc1ccc(S(N)(=O)=O)cc1,3%,-0.035,-0.21,0.083,-0.092,-2.5%,-10%,3%,-3%,0%,-3%,-7%
N#CCSc1nnc(-c2ccc(S(=O)(=O)N3CCOCC3)cc2)n1CC1CCCO1 (stereo unspecified),-4%,-0.31,-0.19,-0.12,0.66,-5.9%,-7%,0%,-2%,-6%,2%,-6%
CCOc1ccc(C(NC(=O)c2ccco2)c2ccc(OC)c(OC)c2)cc1 (stereo unspecified),2%,1.4,-0.22,1.2,0.28,-3.9%,-4%,-6%,-2%,3%,2%,-2%
Cc1[nH]nc2c1/C(=N\O)CCC2,7%,-0.01,-0.18,-0.011,0.29,-3.3%,-9%,-4%,18%,-1%,-5%,9%
N#Cc1c(NC2CCCCC2)nc(-c2ccco2)c2c1CCCC2,8%,0.42,-0.28,0.3,0.34,-1.6%,3%,0%,43%,9%,-4%,9%
CN(CCc1ccccn1)C(=O)c1cccnc1Oc1ccccc1,-2%,-0.56,-0.2,0.56,-0.033,nt,-5%,0%,19%,nt,nt,-16%
O=C1NN=C(CSc2n[nH]c(=S)s2)CS1,12%,0.13,-0.24,0.35,-0.6,-5.0%,5%,-2%,-1%,12%,-107%,26%
Cn1nccc1NC(=O)Nc1cccc(Cl)c1Cl,-5%,0.46,-0.14,0.83,-0.19,nt,-5%,-6%,-11%,nt,nt,-6%
Cn1c2c(c(=O)n(C)c1=O)C(c1ccc(O)cc1)Nc1ccccc1O2 (stereo unspecified),8%,-0.46,-0.21,-0.29,0.71,-4.9%,-7%,2%,1%,-4%,-4%,-1%
N=C1CCCN1CC(=O)c1ccc(Cl)cc1,8%,0.72,-0.24,0.51,-0.37,-2.3%,-9%,7%,8%,-5%,-12%,-4%
CC(C)NC(=O)c1onc(CSc2ccc(Cl)cc2)c1C(=O)NC(C)C,7%,0.37,-0.75,0.25,0.12,nt,-4%,1%,7%,nt,nt,8%
COc1cc(C)c(C)cc1S(=O)(=O)N1CCN(Cc2ccccc2)CC1,4%,1.1,-0.39,0.25,-0.33,-5.8%,-4%,2%,-1%,3%,6%,-12%
CCOC(=O)C1=C(C)NC(SCC(N)=O)=C(C#N)C1c1ccncc1 (stereo unspecified),1%,-0.68,-0.15,-0.45,0.68,-3.3%,-10%,0%,11%,-14%,-10%,4%
O=C(CSc1nc2ccccc2[nH]1)NC(=O)NCc1ccco1,13%,-1.1,0.96,0.36,0.6,-2.4%,-2%,-2%,-4%,21%,11%,7%
Cn1c(CSc2ncccn2)nnc1SCC(=O)N1CCCC1,-2%,0.25,-0.27,0.067,-0.18,8.5%,-9%,3%,34%,18%,10%,-10%
CCOc1nc(C)cc(C)c1S(=O)(=O)c1cccc(C)c1,5%,-0.38,-0.38,-0.21,0.49,-1.4%,-7%,0%,-9%,16%,18%,-1%
Cc1ccc(C)n1NC(=O)c1cccs1,13%,-0.62,-0.23,0.12,-0.35,-1.8%,-1%,-1%,0%,10%,7%,6%
COc1cc(CNn2nnnc2N)ccc1OCc1c(Cl)cccc1Cl,5%,0.76,0.052,0.51,-0.81,-3.2%,-7%,6%,25%,-2%,-6%,9%

# The order is random. Share with any hit: about 2.1%.
